# Screening results as filed in PubChem.
# U2OS ROS induce: ROS inducers in U2OS cancer cells, primary screen, cell-based, H2DCF-DA fluorescence. ROS induction (% of piperlongumine), % at 10 µM. 2% of 46,000 active. U2OS ROS induction; in the data active means ROS induction above about 79%, passing the limit was not always enough;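 further: 0% = DMSO vehicle median and 100% = reference compound median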
# * hit, by the source's call.
molecule,U2OS ROS induce
Cc1ccc(S(=O)(=O)Nc2ccc3c(c2)C(=O)N([C@@H](C)CO)C[C@@H](C)[C@@H](CN(C)C(=O)Nc2ccc4c(c2)OCO4)O3)cc1,1
C[C@@H]1CN([C@@H](C)CO)C(=O)c2cc(NC(=O)Cc3cn(C)c4ccccc34)ccc2O[C@H]1CN(C)C(=O)Nc1ccc2c(c1)OCO2,-18
CN(c1ccc(C(=O)NCc2ccco2)cc1)S(C)(=O)=O,-18
COc1ccc(NC(=O)N(C)C[C@H]2Oc3ccc(NS(=O)(=O)c4cccs4)cc3C(=O)N([C@H](C)CO)C[C@H]2C)cc1,-22
Nc1ccc(-c2cc(=O)c3cc(O)ccc3o2)cc1,0
C[C@@H]1CN([C@@H](C)CO)C(=O)c2cc(NS(C)(=O)=O)ccc2O[C@@H]1CN(C)CC1CC1,-11
OC(COc1ccccc1Cl)Cn1cnc2ccccc21 (configuration not stated),-8
Cc1ccc(S(=O)(=O)Nc2ccc3c(c2)C(=O)N([C@@H](C)CO)C[C@@H](C)[C@H](CN(C)S(=O)(=O)c2cn(C)cn2)O3)cc1,24
C[C@H]1CN([C@@H](C)CO)C(=O)CCCn2nncc2CO[C@@H]1CN(C)S(C)(=O)=O,3
C[C@H](CO)N1C[C@H](C)[C@H](CN(C)S(=O)(=O)c2ccc(F)cc2)Oc2ccc(NC(=O)CCCN(C)C)cc2C1=O,13
CCOc1ccc(C)cc1S(=O)(=O)Nc1cccnc1,-20
NS(=O)(=O)c1ccc(CCn2c(=S)[nH]c3c(sc4ccccc43)c2=O)cc1,-5

# The closing 3 entries of the part above come first, to join the parts.
molecule,U2OS ROS induce
C[C@H](CO)N1C[C@H](C)[C@H](CN(C)S(=O)(=O)c2ccc(F)cc2)Oc2ccc(NC(=O)CCCN(C)C)cc2C1=O,13
CCOc1ccc(C)cc1S(=O)(=O)Nc1cccnc1,-20
NS(=O)(=O)c1ccc(CCn2c(=S)[nH]c3c(sc4ccccc43)c2=O)cc1,-5
O=C(O)c1csc2c1CCCCC2,54
COc1cc(-c2oc3cc(O)cc(O)c3c(=O)c2OC2OC(CO)C(O)C(O)C2O)ccc1O (configuration not stated),1
Cc1ccc(Cn2nnc3c(=O)n(CC(N)=O)cnc32)cc1,4
CCCN1C(=O)C(NS(=O)(=O)c2ccc(NC(C)=O)cc2)(C(F)(F)F)C2=C1CC(C)(C)CC2=O (configuration not stated),-4
O=C(O)c1ccc(CNC(=O)c2ccc(NC(=O)c3ccco3)cc2)cc1,99*
COc1ccc(C(C)C)cc1S(=O)(=O)Nc1cccc(C(=O)O)c1,-3
C[C@H]1CN([C@@H](C)CO)C(=O)c2cc(NS(C)(=O)=O)ccc2O[C@@H]1CN(C)Cc1ccccc1,0
C[C@H]1CN([C@@H](C)CO)C(=O)c2cc(NC(=O)Nc3ccc(F)cc3)ccc2O[C@@H]1CN(C)Cc1ccc2c(c1)OCO2,13
O=C(CSc1nnc(-c2cnccn2)n1-c1ccccc1)Nc1ccc2c(c1)OCCO2,-13
O=S(=O)(NC1CCCc2ccccc21)c1ccccc1 (configuration not stated),-9
CC1=CCC(C(=O)O)(C(=O)NCc2ccccc2)C(c2ccc(Br)cc2)C1 (configuration not stated),2
CN(C)CCCOc1nn(Cc2ccccc2)c2ccccc12,0

# Quoted from above for reference:
molecule,U2OS ROS induce
COc1ccc(C(C)C)cc1S(=O)(=O)Nc1cccc(C(=O)O)c1,-3
C[C@H]1CN([C@@H](C)CO)C(=O)c2cc(NS(C)(=O)=O)ccc2O[C@@H]1CN(C)Cc1ccccc1,0
C[C@H]1CN([C@@H](C)CO)C(=O)c2cc(NC(=O)Nc3ccc(F)cc3)ccc2O[C@@H]1CN(C)Cc1ccc2c(c1)OCO2,13
O=C(CSc1nnc(-c2cnccn2)n1-c1ccccc1)Nc1ccc2c(c1)OCCO2,-13
O=S(=O)(NC1CCCc2ccccc21)c1ccccc1 (configuration not stated),-9
CC1=CCC(C(=O)O)(C(=O)NCc2ccccc2)C(c2ccc(Br)cc2)C1 (configuration not stated),2
CN(C)CCCOc1nn(Cc2ccccc2)c2ccccc12,0

# 2 compounds picked at random from those above:
molecule,U2OS ROS induce
O=C(O)c1ccc(CNC(=O)c2ccc(NC(=O)c3ccco3)cc2)cc1,99*
CCCN1C(=O)C(NS(=O)(=O)c2ccc(NC(C)=O)cc2)(C(F)(F)F)C2=C1CC(C)(C)CC2=O (configuration not stated),-4

# (further entries)
molecule,U2OS ROS induce
Cc1ccc(CN(C)C[C@@H]2OCc3cnnn3CCCC(=O)N([C@H](C)CO)C[C@@H]2C)cc1,10
Cc1ccc(-c2cc(C(=O)NCCN3CCOCC3)no2)cc1,-8
CS(=O)(=O)N(CC(=O)Nc1cccc(Cl)c1)c1ccc(F)cc1,6
COc1ccc(NC(=O)CSc2nc(C)c3c(n2)CCCC3)c([N+](=O)[O-])c1,2
Cc1noc(C)c1NC(=O)N(C)C[C@@H]1Oc2ccc(NC(=O)Nc3ccc4c(c3)OCO4)cc2C(=O)N([C@H](C)CO)C[C@H]1C,-8
CCc1ccc(N=c2oc3c(C)ncc(CO)c3cc2C(N)=O)cc1,-8
COc1ccc(NC(=O)Nc2cccc3c2O[C@@H](CN(C)Cc2ccc(C(=O)O)cc2)[C@@H](C)CN([C@H](C)CO)C3=O)cc1,-3
C[C@@H]1CN([C@H](C)CO)C(=O)c2cccc(NC(=O)c3ccncc3)c2O[C@H]1CN(C)C(=O)Nc1ccccc1,-8
O=S(=O)(NCC(c1ccccc1)n1cc(-c2ccccc2)nn1)c1ccc(Cl)cc1 (configuration not stated),3
O=C(c1ccccc1)N1CN(C2CCCCC2)Cc2c1sc1c2CCCC1,34
Cc1ccc(N=Cc2c(Sc3ccc(Cl)cc3)nc3sccn23)cc1,-3
C[C@H](CO)N1C[C@H](C)[C@@H](CN(C)Cc2ccc(C(=O)Nc3ccccc3N)cc2)Oc2c(cccc2N(C)C)C1=O,33
C[C@H]1CN([C@@H](C)CO)C(=O)c2cc(NC(=O)Nc3ccc4c(c3)OCO4)ccc2O[C@H]1CN(C)Cc1ccc(C(F)(F)F)cc1,34
C[C@H](CO)N1C[C@H](C)[C@H](CN(C)C(=O)Nc2ccc(C(F)(F)F)cc2)Oc2ccc(NS(=O)(=O)c3cccs3)cc2CC1=O,6
COc1ccc(NC(=O)N(C)C[C@@H]2Oc3ccc(NS(=O)(=O)c4c(C)noc4C)cc3C(=O)N([C@@H](C)CO)C[C@H]2C)cc1,-14
CN(CC(=O)Nc1ccc(Cl)c(Cl)c1)S(=O)(=O)c1ccc(F)cc1,5
COc1ccc([Si](C)(C)[C@@H]2[C@@H](CCn3cc(CCO)nn3)O[C@]3(C(=O)N(Cc4cccc(N5CCOC5=O)c4)c4ccccc43)[C@H]2C)cc1,116*
CCOC(=O)c1cc(C)n(S(=O)(=O)c2ccc(C)cc2)c1C,18
Cc1ccc(S(=O)(=O)N(C)C[C@@H]2Oc3c(NC(=O)c4cnccn4)cccc3C(=O)N([C@H](C)CO)C[C@@H]2C)cc1,0
COc1ccccc1NC(=O)CSc1nc(-c2ccc(Cl)cc2)cc(C(F)(F)F)n1,17
COc1ccc(CN(C)C[C@@H]2Oc3ccc(NC(=O)NC(C)C)cc3C(=O)N([C@H](C)CO)C[C@@H]2C)cc1,25
C[C@H](CO)N1C[C@H](C)[C@H](CN(C)C(=O)NC2CCCC2)Oc2ncc(-c3cccc(C(F)(F)F)c3)cc2C1=O,122*
C[C@H]1CN([C@@H](C)CO)C(=O)c2cc(NC(=O)Nc3ccc(C(F)(F)F)cc3)ccc2O[C@@H]1CN(C)Cc1ccc(C(F)(F)F)cc1,-7
NC(=Nc1ccccc1)NC(=O)c1nc(Cl)c(N)nc1N,6
COC(=O)Cn1c(=N)n(C)c2ccccc21,13
Cc1cccc(-c2noc(CN(C(C)C)S(=O)(=O)c3ccc([N+](=O)[O-])cc3)n2)c1,-1
CNC(=O)c1ccc(/C=C2/Oc3ccccc3N(Cc3cccc(C)c3)C2=O)cc1,-3
NC(=O)NCC#Cc1ccc2c(c1)[C@]1(C(=O)N2)[C@H](C(=O)N2CCCCCCC2)[C@H]2C(=O)O[C@H](c3ccccc3)[C@H](c3ccccc3)N2[C@@H]1c1ccc(O)cc1,-5
CCCc1cc(=O)[nH]c(SC/C=C/c2ccccc2)n1,51
CC1CC(=O)C2C(O)(C1)CC(O)C13OC21C(=O)c1cccc(O)c1C3O (configuration not stated),-9
COc1ccc(S(=O)(=O)N(C)C[C@H]2Oc3ccc(NS(=O)(=O)c4c(C)noc4C)cc3C(=O)N([C@H](C)CO)C[C@@H]2C)cc1,-3
COc1ccc(NC(=O)N(C)C[C@H]2Oc3c(NS(C)(=O)=O)cccc3C(=O)N([C@@H](C)CO)C[C@@H]2C)cc1,-8
C[C@@H]1CN([C@H](C)CO)C(=O)c2cccc(NC(=O)c3cnccn3)c2O[C@@H]1CN(C)CC1CC1,-2
O=C(Cn1cc(CO)c2ccccc21)Nc1ccccc1,1
CC(C)(C)c1ccc(C(=O)C(C#N)=C2SCCCS2)cc1,27
Cc1nc2c(C(=O)N3CCc4ccccc4C3)cnn2c(C)c1Cc1ccc(Cl)cc1,5
C[C@H]1CN([C@@H](C)CO)C(=O)c2cccc(NS(=O)(=O)c3cccs3)c2O[C@@H]1CN(C)Cc1ccc(C(=O)Nc2ccccc2N)cc1,15
C[C@H](CO)N1C[C@H](C)[C@H](CN(C)S(C)(=O)=O)Oc2ccc(NC(=O)CCCCCC(=O)Nc3ccccc3N)cc2C1=O,5
COc1ccc2[nH]c3c(OC)ncnc3c2c1,-6
Cc1cc(C(=O)CSc2nnc3sc4ccccc4n23)c(C)n1Cc1ccccc1,10
COc1ccc(S(=O)(=O)Nc2ccc3c(c2)CC(=O)N([C@H](C)CO)C[C@@H](C)[C@H](CN(C)S(=O)(=O)c2cn(C)cn2)O3)cc1,9
Cc1cc(C(=O)Nc2cccc3c2O[C@@H](CN(C)Cc2ccc(-c4ccccc4)cc2)[C@H](C)CN([C@H](C)CO)C3=O)n(C)n1,78*
CC(C)NC(=O)[C@@]1(Cc2ccccc2I)c2ccccc2C(=O)N(Cc2ccccc2C(F)(F)F)[C@H]1c1ccc(CO)cc1,11
O=C(NCc1cccnc1)c1cc2nc(-c3cccs3)cc(C(F)(F)Cl)n2n1,36
Cc1ccc(S(=O)(=O)Nc2cccc3c2O[C@@H](CN(C)C)[C@@H](C)CN([C@@H](C)CO)C3=O)cc1,-1
C[C@H]1CN([C@@H](C)CO)C(=O)c2cccc(NC(=O)CCCCCC(=O)Nc3ccccc3N)c2O[C@H]1CN(C)CC1CCCCC1,13
COc1ccc(NC(=O)CSC2=C(C#N)C(c3ccc(Cl)cc3)CC(=O)N2)cc1 (configuration not stated),-7
CCOC(=O)C1=C(C)Nc2ncnn2C1c1ccccn1 (configuration not stated),-8
Cc1ccc(S(=O)(=O)NCC(=O)Nc2ccc(F)cc2F)cc1,34
Cc1c(C(=O)N2CCNCC2)oc2ccccc12,-14
O=C(OCC1OC(Oc2ccc(O)cc2COC(=O)C2(O)C(O)CCC(O)C2O)C(O)C(O)C1O)c1ccccc1 (configuration not stated),-10
COc1ccc2[nH]c(=O)c(CN(C)S(C)(=O)=O)cc2c1,1
NCCC(c1ccccc1)c1ccccc1,12
S=C(Nc1ccccc1)Nc1ccccc1-n1cccc1,2
C[C@@H]1CN([C@@H](C)CO)C(=O)CCCn2nncc2CO[C@@H]1CN(C)S(=O)(=O)c1ccc(C#N)cc1,42
C[C@H]1CN([C@@H](C)CO)C(=O)c2cc(NC(=O)Nc3cccc4ccccc34)ccc2O[C@@H]1CN(C)Cc1ccc(C(=O)O)cc1,-10
C[C@@H]1CCCCO[C@@H](CN(C)C(=O)Nc2ccccc2)[C@@H](C)CN([C@H](C)CO)C(=O)c2cc(NC(=O)Nc3ccc4c(c3)OCO4)ccc2O1,12
C[C@H]1CN([C@@H](C)CO)C(=O)Cc2cc(NC(=O)CCC(F)(F)F)ccc2O[C@@H]1CN(C)C(=O)Nc1ccc(F)cc1,57
Cc1nn(-c2ccccc2)nc1-c1nnc(-c2cccc3ccccc23)o1,-14
CC(Sc1nnc(N)s1)C(=O)Nc1cccc(Cl)c1 (configuration not stated),-17

# Other compounds follow:
molecule,U2OS ROS induce
COC(=O)CCCCCCC(=O)N/N=C/c1ccccc1OCCO,18
CC(C)(CO)NC(=O)CSc1ccc(C(F)(F)F)cc1Cl,-9
COc1ccc(NC(=O)N(C)C[C@H]2Oc3c(NC(=O)Nc4c(C)noc4C)cccc3C(=O)N([C@@H](C)CO)C[C@@H]2C)cc1,-20
Cc1cc2c(CO)cc(O)cc2o1,-15
C[C@H]1CN([C@@H](C)CO)C(=O)c2cccc(NS(=O)(=O)c3ccc(Cl)cc3)c2O[C@H]1CN(C)Cc1ccc(Oc2ccccc2)cc1,12
CCC(=O)Nc1ccccc1-c1nnc(SCc2ccccc2)[nH]c1=O,50
NC(=O)c1cc(S(=O)(=O)N2CCOCC2)ccc1F,21
CC(C)Cc1nc2ccccc2[nH]1,-6
CCC(=O)Nc1ccccc1C(=O)Nc1ccccc1,10
Cc1ccc(S(=O)(=O)Nc2ccc3c(c2)C(=O)N([C@H](C)CO)C[C@H](C)[C@H](CN(C)Cc2ccccc2)OCCCC[C@@H](C)O3)cc1,41
COc1cc(O)c2c(c1)O[C@H](c1ccc(O)cc1)[C@@H](O)C2=O,-7
O=C(CSc1nnc(-c2ccccc2F)n1-c1ccccc1)Nc1ccc(Br)cc1,-6
C[C@@H]1CN([C@@H](C)CO)C(=O)c2cccc(NC(=O)Nc3ccc(C(F)(F)F)cc3)c2O[C@@H]1CN(C)Cc1ccncc1,15
C[C@H]1CN([C@@H](C)CO)C(=O)c2cc(NC(=O)CCCCCC(=O)Nc3ccccc3N)ccc2O[C@H]1CN(C)Cc1ccc(Cl)c(Cl)c1,38
CCCS(=O)(=O)c1cnc(C2COc3ccccc3O2)nc1N (configuration not stated),-6

# Not all compounds are listed, so the mix of outcomes need not match the whole.
